rad50: NCI yeast anticancer drug screen, S. cerevisiae rad50 strain | AID 155, 2004 | growth inhibition, % at 50 µM | 79,000 compounds, 10% hits;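 also: 0% = growth of vehicle-only cultures of the same strain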
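Inhibition values express reduced yeast growth in compound-treated cultures relative to vehicle-treated controls.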
cln2 rad14: NCI yeast anticancer drug screen, S. cerevisiae cln2 rad14 strain; % growth inhibition at 50 µM; 78,000 compounds, 8.3% hits; AID 165, 2004;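 also: 0% = growth of vehicle-only cultures of the same strain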
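Growth of compound-exposed yeast (cln2 rad14 genotype) measured and expressed as inhibition relative to vehicle.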
mec2-1: NCI yeast anticancer drug screen, S. cerevisiae mec2-1 strain. growth inhibition, % at 50 µM. 79,000 compounds, 9% hits. AID 157, 2004;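 also: 0% = growth of vehicle-only cultures of the same strain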
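Growth inhibition is read against vehicle-treated controls after compound exposure of the mec2-1 yeast strain, which is defective in DNA damage repair or cell cycle control.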
yeast sgs1 mgt1: NCI yeast anticancer drug screen, S. cerevisiae sgs1 mgt1 strain | 78,000 compounds, 10% hits | growth inhibition, % at 50 µM;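 also: 0% = growth of vehicle-only cultures of the same strain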
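This yeast growth screen uses a strain with defined DNA-repair lesions; compound-treated growth is compared with vehicle-treated growth.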
mlh1 rad18: NCI yeast anticancer drug screen, S. cerevisiae mlh1 rad18 strain; AID 175, 2004; 79,000 compounds, 11% hits; % growth inhibition at 50 µM;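 also: 0% = growth of vehicle-only cultures of the same strain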
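In this whole-cell yeast screen, a strain with altered DNA damage repair is challenged with compound, and its growth is measured against matched vehicle-treated controls.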
bub3: NCI yeast anticancer drug screen, S. cerevisiae bub3 mutant strain. growth inhibition, % at 50 µM. 78,000 compounds, 9.9% hits. AID 167, 2004;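 also: 0% = growth of vehicle-only cultures of the same strain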
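Part of a panel of yeast mutants defective in DNA damage repair or cell cycle regulation. Each strain is grown with compound, and inhibition is calculated relative to solvent-treated cultures.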
* hit, by the source's call; nt = no result given; & = joins results of further samples; ! = not confirmed by another sample. Rule as the data show it: active = growth inhibition above about 70%; inactive = the rest.

molecule	rad50	cln2 rad14	mec2-1	yeast sgs1 mgt1	mlh1 rad18	bub3
CC[C@H](CC[C@@H](C)[C@H]1CC[C@H]2[C@@H]3CC=C4C[C@@H](O)CC[C@]4(C)[C@H]3CC[C@]12C)C(C)C	-6&27	8&16	-12&-4	-12&27	-3&13	-13&6
COc1ccc(CC(O)CN2CCC(CCN)CC2)cc1 (stereo not given)	-20	-48	-7	-12	-6	24
CC(=O)OCCCc1ccccc1	29	13	24	23	13	13
COC(=O)C(CCl)NC(N)=O (stereo not given)	-6	-19	32	-2	4	-20
OC1(CCC2OCCO2)c2ccccc2-c2ccccc21	-4	25	7	8	3	16
CC1C(c2ccccc2)SC(=N)N1C (stereo not given)	-20	23	-6	-5	-18	-4
CCCCc1c2c(nc3c1CC/C(=C\c1ccc([N+](=O)[O-])cc1)C3=O)CCCC2	89*	88*	93*	90*	90*	88*
Nc1ncnc(Nc2ccc(Cl)cc2Cl)n1	5	2	-12	6	-7	5
COc1ccc(NC(=O)COC(=O)c2cccc3c(=O)c4ccccc4[nH]c23)cc1	43	23	41	27	49	21
CC1=C/C(=N\N2CCOCC2)C(C(O)(C(F)(F)F)C(F)(F)F)C(C)(C)C1 (stereo not given)	36	7	-8	18	8	2
CCOCc1cc(=O)c2cc3c(cc2o1)OC(C)(C)CC3	22	21	18	27	15	11
N#CC(/C(CCC(=O)Nc1ccc(Cl)cc1)=N/NC(=O)c1cc2ccccc2cc1O)c1ccccc1 (stereo not given)	24	-18	3	-3	1	10
Nc1ccc2nc3c4ccccc4c(O)n3nc2c1	-18	-48	-9	-19	15	-6
Cc1ccc(N=Nc2sc(N)nc2-c2ccc(Cl)cc2)cc1	29	40	-3	36	63	17
Brc1ccccc1-c1nc2ccccc2[nH]1	4	-63	-4	4	-3	-6
COC(=O)C1CCN(Cc2ccccc2)CC1=O (stereo not given)	89*	90*	92*	93*	90*	90*
CCCCCC(Oc1ccc(Cl)cc1Cl)C(=O)OCC (stereo not given)	-1	46	33	30	43	52
CC(C)CCC[C@@H](C)[C@H]1CC[C@H]2[C@@H]3CC[C@H]4C[C@H](NC=O)CC[C@]4(C)[C@H]3CC[C@]12C	21	14	13	30	31	24
O=C(Nc1ccc(Cl)cc1[N+](=O)[O-])Oc1ccc(C(=O)OCc2ccccc2)cc1	76*	48	75*	72*	78*	84*
COc1ccc2nc3cc(Cl)ccc3c(Sc3ccc([N+](=O)[O-])cc3C)c2c1	22	-1	-3	24	0	-2
COc1ccccc1/C=C\C(=O)C1COCN1 (stereo not given)	97*	7	99*	85*	99*	97*
Cc1ccccc1N=Cc1ccccc1O.[Co]	12	-17	11	27	32	0
O=C1OC(c2ccccc2)=N/C1=C\c1cc(Cl)ccc1Cl	22	-46	-9	9	11	2
O=C(CCl)Nc1cc(C(F)(F)F)ccc1Cl	0	5	2	18	1	24
O=C(O)CSCC(=O)Nc1ccc2cccc3c2c1CC3	-14	-22	-1	-16	9	-29
CCOC(=O)C1CCC(=O)N1Cc1c[nH]c2ccccc12 (stereo not given)	3	1	-13	-5	-15	21
CCCCCCCCCCCCCCCCOc1ccccn1	-10	-19	-21	-15	-7	-22
NCCNCc1ccccc1	6	6	-2	3	0	-2
O=C(CCCCl)c1ccccc1	1	2	-4	-18	-3	-7
CC(CCl)OC(=O)Nc1cccc(C(F)(F)F)c1 (stereo not given)	73*	62	32	83*	73*	75*
CCCOC(=O)OC(C)C(=O)OC (stereo not given)	-3	1	14	5	-4	-8
Cc1cc(=O)[nH]c2ccccc12	14&27	22&6	-3&-6	-31&-8	12&6	-10&7
O=C1OCC/C1=C1/NC2CCCCC2NC1=O (stereo not given)	-7	-25	-16	1	-14	-6
CC(C)OC(=O)c1ccc(C(C)C)cc1	15	10	-1	3	9	0
CCCCCCCCCCCCCC1=C(O)C(=O)C(CC2=C(O)C(=O)C(CCCCCCCCCCCCC)=C(O)C2=O)=C(O)C1=O	19	-2	-2	-15	-38	-6
Cc1c(CC#N)cc(C)c2c3c([nH]c12)-c1ccccc1CC3	35	12	35	44	19	38
Brc1cccc(CCOCc2ccccc2)c1	8	2	-12	-4	-4	0
COc1cc2c(cc1O)C(c1cc(O)c(O)c(OC)c1)C(O)(C(=O)O)C(CO)C2O (stereo not given)	16	-7	-16	-29	4	-20
CCOC(=O)c1c(C)nc(C)c(C(=O)OCC)c1-c1ccc(N(C)C)cc1	-8&4	-6&-4	1&2	84*!	5&4	-15&2
CCOC(=O)NN(C(=O)OCC)c1c(N/N=C/c2ccccc2)n(C)c(=O)n(C)c1=O	14	8	-2	-1	-2	-6
NC(=O)C1CCCN1Cc1ccc2c(c1)OCO2 (stereo not given)	-5	-3	-14	-22	-6	-36
O=C1c2ccccc2-c2ccccc2C(=O)C1(Br)Br	90*	47	91*	88*	96*	67
Cc1cc(C)nc(SCC(=O)O)n1	-27	-6	-45	-2	-29	-21
NC1=NC(=O)CS1	-12	-65	-17	9	-1	-4
COc1cc(CNC(=S)CCCCCCCCCCC(C)C)ccc1O	-20	-26	-24	-4	-21	15
Cc1cc(C)[n+](C)c(/C=C/c2ccc([N+](=O)[O-])cc2)n1	14	28	7	16	23	22
CC(=O)OCC(COC(C)=O)OC(C)=O	-18	-31	18	-10	-7	2
O=C1c2ccccc2C(=O)N1CCOCCOCCOCCN1C(=O)c2ccccc2C1=O	9	-12	-6	-1	-36	-3
O=c1[nH]nc(-c2ccc[nH]2)[nH]1	-5	-6	-16	-6	0	-10
Nc1ccc(C(=O)NN2C(=O)C(Cl)C2c2ccccc2Cl)cc1 (stereo not given)	45	39	33	28	32	38

Continuation.
molecule	rad50	cln2 rad14	mec2-1	yeast sgs1 mgt1	mlh1 rad18	bub3
CCOC(=O)c1[nH]c(Br)c(C(=O)OCC)c1C	16	47	12	12	60	-32
CN1C(=O)N(C)C(=O)C(O)(C2(O)C(=O)N(C)C(=O)N(C)C2=O)C1=O	-27	nt	-45	nt	-17	nt
CCOC(=O)C1Cc2c([nH]c(=S)[nH]c2=O)OC1c1ccccc1 (stereo not given)	15	4	-2	-2	20	3
CCOC(=O)/C(C#N)=C1/Sc2c(ncn(/N=C/c3ccc(OC)cc3)c2=O)N1c1ccccc1	27	-45	-3	6	4	-13
c1ccc(NN=Nc2ncnc3nc[nH]c23)cc1	3	-12	6	-2	3	8
O=c1[nH]c2cc(Cl)ccc2nc1/C=C(\O)c1ccc(O)cc1	31	7	2	0	14	-20
Cc1cc(N(CCC#N)S(=O)(=O)c2ccccc2)ccc1/C=C1\N=C(c2ccc(Cl)cc2)OC1=O	-4	-19	7	8	17	-3
Nc1ccc(N=Nc2c(S(=O)(=O)O)cc3ccccc3c2S(=O)(=O)O)cc1	-23	-18	-30	-38	-28	-46
Nc1nc2c(c(=O)[nH]1)N(C=O)C(CCNc1ccc(C(=O)NC(CCC(=O)O)C(=O)O)cc1)CN2 (stereo not given)	5	-13	-12	3	3	9
COC(=O)[C@@]12C=CC(=O)O[C@@H]1CC1(CC2)OCCO1	5	7	8	4	18	12
CCCC[n+]1cccc(C(=O)c2ccccc2)c1	16	3	-7	1	9	2
OC1CC2CCC(C1)N2c1ccccc1 (stereo not given)	2	-30	5	17	14	19
C#CCOc1ccccc1/C(Cl)=N/Nc1ccc([N+](=O)[O-])cc1[N+](=O)[O-]	-9	1	9	-8	1	16
CC(=O)Nc1nc(Cl)c2ncn(C3CC(OC(=O)c4ccc(C)cc4)C(COC(=O)c4ccc(C)cc4)O3)c2n1 (stereo not given)	53	63	27	60	49	33
COC1OC(CO)C(O)C1OS(C)(=O)=O (stereo not given)	-12	-1	-4	-10	-8	-4
CCc1ccc(OC(C)=O)cc1	12	-22	11	-13	16	7
COc1ccc(/C=C/C2=CC(=O)CC(/C=C/c3ccc(OC)c(OC)c3)C2)cc1OC (stereo not given)	45	50	46	29	44	59
Cc1nc(C(N)=S)sc1C(=O)CC(=O)C(=O)Nc1nc2ccccc2[nH]1	-7	3	23	-25	-42	2
CC(=O)NC(CCl)(OC(C)=O)C(=O)OCc1ccc([N+](=O)[O-])cc1 (stereo not given)	-2	0	12	8	-14	-21
CC(=O)Nc1ccccc1O	-5	-18	-15	-1	14	0
C=C(C)c1ccc(F)cc1	4	4	-8	-2	1	-2
CCOC(=O)Oc1ccc(C(=O)OCCOC(=O)c2ccc(OC(=O)OCC)c(OC)c2)cc1OC	-8	9	-3	-9	0	-12
CSc1nnc(CCC(=O)Nc2cc(Cl)ccc2Cl)o1	41	16	45	29	9	55
O=C(Nc1ccc(O)cc1O)c1ccccc1	85*	72*	77*	90*	85*	89*
CCc1cccc(C(C)CC)c1NC(=O)CC1C(=O)Nc2ccccc2S1=O (stereo not given)	15	18	1	7	15	32

The list continues:
Structure	rad50	cln2 rad14	mec2-1	yeast sgs1 mgt1	mlh1 rad18	bub3
CCOc1nc(N)nc(C)c1N=Nc1ccc(Br)cc1	70*	-10	3	22	35	76*
CC(=O)C1=C(C)O/C(=C/c2ccc(Cl)cc2)C1=O	49	79*	32	86*	92*	83*
CC(C)=CCC1=C(O)[C@@](O)(CC=C(C)C)C(=O)C(C(=O)CC(C)C)=C1O	28	26	8	32	30	35
CCCCCCN(C(=O)Oc1ccccc1)C(C#N)c1ccccc1 (stereo not given)	0	-15	6	-17	-20	2
Oc1cccnc1CN1CCOCC1	-4	9	-14	-13	7	-6
CCOC(=O)C1=C(c2ccccc2)c2ccccc2OC1C(=O)O (stereo not given)	26	60	15	20	56	32
COc1ccc(/C(Cl)=C(\C=O)c2ccc(Cl)c(Cl)c2)cc1OC	28	-35	11	28	43	1
COc1ccc(C=Nc2ccc(NC(C)=O)cc2)cc1OC	-34	14	-38	-4	-2	-45
COc1ccc2c(c1OC)C1CCCCC1SCC2=O (stereo not given)	14	6	7	1	-16	12
CC(C)C(=O)C1C(C(=O)C(C)C)C(c2ccccc2)C1c1ccccc1 (stereo not given)	-3	-21	-14	2	-9	14
Cc1c(C(=O)/C=C/c2ccccc2O)c(=O)n(-c2ccccc2)n1C	-35	-16	-23	-39	-41	-18
N#CC(c1ccccc1)C1CCCCC1 (stereo not given)	-9	-4	-20	-5	20	6
CCC(=O)OCCOc1ccc(C(C)(C)C)cc1	-17	-26	-2	-5	-3	-10
Cc1cc2cc3oc(C)cc3cc2o1	6	-46	-6	-8	3	-1
CC(=O)OCC(=O)c1ccccc1	-11	-4	7	-4	-14	30
CCOc1ccccc1/C=C1\N=C(c2cc(OC)c(OC)c(OC)c2)OC1=O	2	-1	-1	-1	28	0
CCCCC(CC)C(=O)Oc1ccc(C(=O)c2ccccc2)c(O)c1 (stereo not given)	75*	65	75*	82*	69	73*
BrC12C3C4C5C(C(C43)C13OCCO3)C52 (stereo not given)	-20	0	-24	-34	-19	-20
OC(CNc1ccnc2cc(Cl)ccc12)CNc1ccnc2cc(Cl)ccc12	40	-21	23	16	86*	3
CCC1=C(CC2NCCc3ccccc32)CC2c3cc(OC)c(OC)cc3CCN2C1 (stereo not given)	-10	4	-12	-15	-11	-28
C1CN(SSN2CCSCC2)CCS1	-2	-100	-18	6	-14	7

Ordered by molecular weight (low to high): some entries from above.
Structure	rad50	cln2 rad14	mec2-1	yeast sgs1 mgt1	mlh1 rad18	bub3
COC1OC(CO)C(O)C1OS(C)(=O)=O (stereo not given)	-12	-1	-4	-10	-8	-4
Nc1ncnc(Nc2ccc(Cl)cc2Cl)n1	5	2	-12	6	-7	5
Cc1c(C(=O)/C=C/c2ccccc2O)c(=O)n(-c2ccccc2)n1C	-35	-16	-23	-39	-41	-18

Of the compounds above, 3 have a CF3 group:
Structure	rad50	cln2 rad14	mec2-1	yeast sgs1 mgt1	mlh1 rad18	bub3
CC1=C/C(=N\N2CCOCC2)C(C(O)(C(F)(F)F)C(F)(F)F)C(C)(C)C1 (stereo not given)	36	7	-8	18	8	2
O=C(CCl)Nc1cc(C(F)(F)F)ccc1Cl	0	5	2	18	1	24
CC(CCl)OC(=O)Nc1cccc(C(F)(F)F)c1 (stereo not given)	73*	62	32	83*	73*	75*

From PubChem BioAssay
